Bioassay records (PubChem BioAssay)
LYPLA1 counter: LYPLA1 (human) inhibition in PME1 counter-screen; recombinant LYPLA1, FP-Rh probe fluorescence polarization; AID 2174; inhibition, % at 5.9 µM; 0.16% of 320,000 active;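 active = inhibition above the mean of all tested compounds plus 3 SD, set per campaign, cut at about 14% in these data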;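 also: inhibitors block serine hydrolase probe labeling of LYPLA1 so polarization falls; 0% = enzyme with DMSO and 100% = wells lacking LYPLA1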
PREPL inhibitor: human PREPL enzyme inhibition | Q4J6C6 | recombinant PREPL, fluorescence polarization activity-based probe | 0.68% of 320,000 active | AID 2751 | inhibition, % at 5.96 µM; in the data active = inhibition above about 43%;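 also: 0% = enzyme with DMSO and 100% = wells lacking enzyme; many of its hits are not listed in these tables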
Target sequence (Q4J6C6 whole entry, looked up): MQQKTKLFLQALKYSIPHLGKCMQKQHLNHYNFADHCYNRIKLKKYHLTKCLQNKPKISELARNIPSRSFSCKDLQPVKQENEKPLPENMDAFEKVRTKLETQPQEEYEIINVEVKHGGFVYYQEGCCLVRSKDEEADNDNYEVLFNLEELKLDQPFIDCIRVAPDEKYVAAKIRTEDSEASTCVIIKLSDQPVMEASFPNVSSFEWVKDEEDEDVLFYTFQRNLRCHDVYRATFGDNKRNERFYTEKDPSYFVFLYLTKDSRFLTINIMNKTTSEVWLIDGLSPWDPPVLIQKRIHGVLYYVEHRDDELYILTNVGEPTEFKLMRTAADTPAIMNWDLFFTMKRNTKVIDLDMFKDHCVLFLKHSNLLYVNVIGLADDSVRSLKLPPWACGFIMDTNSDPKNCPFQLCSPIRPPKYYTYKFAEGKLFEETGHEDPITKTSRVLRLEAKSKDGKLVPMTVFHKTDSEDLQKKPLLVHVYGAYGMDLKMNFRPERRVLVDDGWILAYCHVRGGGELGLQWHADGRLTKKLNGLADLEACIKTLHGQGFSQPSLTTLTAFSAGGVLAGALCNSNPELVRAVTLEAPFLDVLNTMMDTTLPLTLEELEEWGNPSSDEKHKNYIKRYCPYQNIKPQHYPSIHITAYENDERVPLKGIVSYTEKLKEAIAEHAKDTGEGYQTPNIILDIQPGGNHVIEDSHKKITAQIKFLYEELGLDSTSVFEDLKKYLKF
PAFAH2 FP inh: PAFAH2 (human) inhibition; recombinant PAFAH2, FP-rhodamine activity probe, fluorescence polarization; 0.99% of 340,000 active; Q99487; inhibition, % at 3.39 µM; AID 492956;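 active = inhibition above the mean over all tested compounds plus 3 SD, cut at about 30% in these data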;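 also: inhibitors block probe labeling of enzyme so polarization drops; 0% = enzyme with DMSO and 100% = wells lacking PAFAH2 protein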
PAD4 inh: PAD4 (human) enzyme inhibition. Q9UM07. AID 485272. 0.41% of 330,000 active. inhibition, % at 6.36 µM. recombinant PAD4, RCA probe fluorescence polarization;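 active = percent inhibition above a cutoff equal to the mean of all tested compounds plus 3 SD, cut at about 15% in these data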;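 also: 0% = PAD4 with RCA probe and DMSO and 100% = probe without PAD4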
LYPLA2 inh: blocks human lysophospholipase 2, a PME1 counter-screen; inhibition, % at 5.9 µM; O95372; 0.38% of 320,000 active; recombinant LYPLA2, FP-Rh probe fluorescence polarization; AID 2177;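 active = inhibition above the screen-wide mean plus 3 SD, limit set per campaign, cut at about 26% in these data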;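 also: 0% = LYPLA2 with DMSO and 100% = wells lacking LYPLA2 enzyme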
PAFAH1B2 FP inh: blocks human PAF acetylhydrolase 1b catalytic subunit 2; recombinant PAFAH1B2, FP-rhodamine activity probe, fluorescence polarization; inhibition, % at 3.39 µM; 1.2% of 340,000 active; AID 492953;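 active = inhibition above the mean of all tested compounds plus 3 SD, cut at about 24% in these data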;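 also: 0% = enzyme with DMSO and 100% = wells lacking PAFAH1B2; many of its hits are not listed in these tables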
Target sequence (P68402 whole entry, looked up): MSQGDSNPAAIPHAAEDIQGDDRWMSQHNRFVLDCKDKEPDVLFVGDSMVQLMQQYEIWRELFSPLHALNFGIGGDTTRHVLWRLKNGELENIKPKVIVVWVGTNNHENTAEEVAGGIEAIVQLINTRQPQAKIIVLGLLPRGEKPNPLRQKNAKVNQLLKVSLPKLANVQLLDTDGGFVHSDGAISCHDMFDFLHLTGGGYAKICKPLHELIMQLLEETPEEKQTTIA
pPAFAH FP inh: inhibitors of human plasma PAF acetylhydrolase (pPAFAH); inhibition, % at 3.39 µM; Q13093; recombinant pPAFAH, FP-rhodamine probe fluorescence polarization; AID 463082; 1.5% of 330,000 active;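 active = inhibition above the mean inhibition across the screen plus 3 SD, cut at about 25% in these data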;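 also: inhibitors block binding of the rhodamine activity-based probe so polarization drops; 0% = enzyme with DMSO and 100% = wells lacking pPAFAH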
GSTO1 counter: blocks human GSTO1 in RBBP9 counter-screen | P78417 | recombinant GSTO1, activity-based probe fluorescence polarization | inhibition, % at 5.96 µM | 1.1% of 300,000 active | AID 1974;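 active = inhibition above the campaign mean inhibition plus 3 SD, cut at about 35% in these data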;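 also: 0% = GSTO1-1 with DMSO and 100% = wells lacking GSTO1-1 enzyme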
PAFAH1B3 FP inh: PAFAH1B3 (human) inhibition; inhibition, % at 3.39 µM; recombinant PAFAH1B3, FP-rhodamine probe, fluorescence polarization; AID 492972; Q15102; 0.28% of 340,000 active;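 active = inhibition above the screen-wide average of all tested compounds plus 3 SD, cut at about 25% in these data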;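 also: 0% = enzyme with DMSO only and 100% = wells lacking PAFAH1B3 protein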
The depositor's hits bear a star; . = no result given. These rows are one share of the data, so the mix of outcomes need not match the whole.

SMILES	LYPLA1 counter	PREPL inhibitor	PAFAH2 FP inh	PAD4 inh	LYPLA2 inh	PAFAH1B2 FP inh	pPAFAH FP inh	GSTO1 counter	PAFAH1B3 FP inh
CN(C)c1ccc(/C=C(\NC(=O)c2ccccc2)C(=O)NCc2cccnc2)cc1	2	-1	-6	0	-4	0	4	7	1
CN(CC(=O)Nc1c(Cl)cccc1Cl)C(=O)c1ccccc1SCC(=O)N1CCCC1	5	26	0	1	10	8	0	2	7
CCCn1c(=O)[nH]c(=O)c2c(C(F)(F)F)cc(-c3ccc(C)cc3)nc21	1	3	8	1	-2	4	1	9	2
CN(C)c1cccc(C(=O)NNC(=S)NC2CC3CCC2C3)c1 (stereo unspecified)	0	2	0	4	2	1	-1	-6	2
CC1CCN(CCCNC(=O)c2ccc(CSCc3cccc(Cl)c3)o2)CC1	-1	25	-6	-9	4	1	9	14	-2
CC(=O)Nc1ccc(C(=O)N/N=C/c2ccncc2)cc1	0	4	5	-4	5	4	1	8	9
O=C(NCc1ccco1)/C(=C\c1ccc(F)cc1)NC(=O)c1ccco1	-4	13	8	-1	-6	1	-5	8	-3
Cc1ccc(-c2csc(NC(=O)c3ccc(-c4ccccc4)cc3)n2)o1	-20	4	-10	1	-23	-6	-8	-10	-5
CC(NC(=O)/C(C#N)=C/c1ccc([N+](=O)[O-])o1)c1ccccc1 (stereo unspecified)	-19	0	-8	-27	-27	-18	5	-5	-17
Cc1cccc(C(=O)NNC(=O)C(=O)NC(C)(C)C)c1	2	-7	9	-1	2	1	3	-16	5
Cc1ccc(NC(=O)CN(C)C(=O)C2COc3ccccc3O2)cc1 (stereo unspecified)	0	1	25	3	-3	5	3	9	-1
COc1ccccc1C1C(C(N)=O)=C(C)Nc2nc(-c3ccc(Cl)cc3)nn21 (stereo unspecified)	4	13	-2	-2	1	-3	0	3	3
CC(=O)N/N=C/C1=CCC2CC1C2(C)C (stereo unspecified)	2	3	-7	2	6	0	1	4	-3
CC(C)CC(=O)Nc1ccccc1-c1nnn(CC(=O)N2CCOCC2)n1	-2	-13	-8	2	-6	-7	-4	-2	7
Cc1cc(C)c2c(C)c(C(=O)Nc3c(C)n(C)n(-c4ccccc4)c3=O)oc2c1	-4	14	1	0	4	1	-5	-5	6
CC1Cc2ccccc2N1C(=O)CCNS(=O)(=O)c1cccc2nsnc12 (stereo unspecified)	2	7	1	-11	5	9	4	5	8
COC(=O)c1ccccc1NC(=O)c1cc2ncc(Br)cn2n1	-3	-6	5	4	-5	-2	0	0	1
Cc1nn(CC(=O)NCCCc2ccccc2)c(C)c1[N+](=O)[O-]	1	-8	-3	3	4	5	0	-2	1
CCCN(CCC)CCCNC(=O)CN1C(=O)CSc2ccc(S(=O)(=O)N3CCOCC3)cc21	2	15	7	-2	-5	6	3	-1	3
Cc1ccc(S(=O)(=O)Nc2cc(C)c(O)c(Sc3n[nH]c(C)n3)c2)cc1	-2	1	-8	-1	-7	5	6	1	0
C=CCn1c(C)cc(C(=O)Cn2c(C(C)O)nc3ccccc32)c1C (stereo unspecified)	-1	9	0	3	-5	8	-5	1	3
CCOc1ccc(S(=O)(=O)Nc2ccc(S(=O)(=O)N3CCOCC3)cc2)cc1	4	12	-3	1	0	6	4	5	1
O=C(NC1CCCCCCC1)c1c(O)c2ccccc2[nH]c1=O	-2	7	3	2	-2	3	1	1	-1
COc1ccc2c(c1)cc(C(O)c1ccccn1)n2S(=O)(=O)c1ccccc1 (stereo unspecified)	-1	-14	1	-2	-2	-1	1	3	7
O=c1c2ccccc2nc2n1C(CSc1ccccc1)CS2 (stereo unspecified)	-4	4	0	2	3	7	3	6	5
Cc1cc(C)n(-c2ccc(C(=O)Nc3cc(S(=O)(=O)N(C)C)ccc3Cl)cc2)n1	1	-5	3	-5	-4	1	-1	-2	4
C/C=C/C(=O)OCC(=O)Nc1ccc(C)c(S(=O)(=O)N(C)C)c1	-5	-3	57*	0	-6	7	4	12	1
CCOc1ccc(Oc2ccccc2NS(=O)(=O)c2ccc(CCC(=O)O)cc2)cc1	0	7	-3	-1	2	5	10	.	3
O=C(CC(=O)N/N=C/c1c(F)cccc1Cl)NCCc1ccccc1	2	-7	2	2	-1	7	2	1	12
O=C(O)c1ccccc1C(=O)c1ccc2c(c1)CCC2	-1	-4	6	-1	3	8	5	0	2
Cc1cccc(/C=N/Nc2nncc3ccccc23)c1	-1	0	-1	-4	8	-1	1	-4	4
Clc1ccc2nc(-c3ccccc3)cn2c1	-2	-19	4	0	-1	0	6	4	8
COc1ccccc1C(=O)NCCC(=O)Nc1ccc(S(=O)(=O)N2CC(C)CC(C)C2)cc1 (stereo unspecified)	-9	-3	-3	4	-8	-1	0	.	-3
COCC(C)n1c(C)cc(C(=O)CSc2nnc(-c3ccco3)o2)c1C (stereo unspecified)	.	18	6	-6	.	3	3	.	7
COc1ccc(N2CCN(C(=O)CNC(=O)Cn3c(C)cc4ccccc4c3=O)CC2)cc1	0	11	9	-1	5	3	10	4	3
O=C(N/N=C/c1ccc2c(c1)OCO2)C(=O)Nc1cccc(Cl)c1	-1	-11	0	-6	1	4	4	6	-2
CCOC(=O)c1cc(C)[nH]c(=S)c1C#N	2	2	3	-6	5	-1	6	0	5
O=C(NNc1nc(-c2ccccc2)c2cc(Br)ccc2n1)c1ccc(S(=O)(=O)N2CCOCC2)cc1	2	4	-10	-5	-1	3	8	-2	9
COc1cc(NC(=O)C2CC(=O)N(CCc3ccccc3)C2)cc(OC)c1 (stereo unspecified)	3	8	-6	-1	4	-3	3	-3	0
FC(F)(F)c1cc(-c2cccs2)nc2nc(N3CCOCC3)sc12	3	-7	1	-3	5	1	2	8	7
O=C(NCc1cc(C(F)(F)F)ccc1F)C1CCC(=O)N(C2CCCCCC2)C1 (stereo unspecified)	-4	10	12	-1	-3	0	4	5	8
Cn1ncc(-c2ccno2)c1C(=O)O	-2	-7	6	-6	-6	3	1	1	7
Cc1ccc(/C(O)=C2/C(=O)C(=O)N(Cc3ccco3)C2c2cccs2)cc1 (stereo unspecified)	0	16	4	-11	0	12	0	-3	1
Cc1ccc(CN2C(=O)CCC2C(=O)NCc2cccnc2)cc1 (stereo unspecified)	-2	12	-3	2	-1	6	-6	8	-4
COc1ccc(OC)c(NC(=O)CN(Cc2ccc(F)cc2)C2CCCCC2)c1	-2	-4	-2	-3	-9	6	4	1	-4
O=C(Nc1ccc(F)cc1)c1nc2c(nnn2Cc2cccc3ccccc23)c(=O)[nH]1	-6	19	-3	-4	-4	-7	-1	-45	4
COc1ccc(NC(=O)N2CCCC(C(=O)NC(C)C)C2)cc1 (stereo unspecified)	2	11	1	0	-2	8	-5	-1	4
CCOC(=O)Cc1csc(NC(=O)C2CCCN(S(=O)(=O)c3cnc[nH]3)C2)n1 (stereo unspecified)	-2	-6	3	-3	-4	4	-5	-5	6
Cc1ccc(NC(=O)c2cc(S(=O)(=O)c3ccccc3)ccc2Cl)cc1	-10	1	-3	1	-8	7	2	2	1
CC(Nc1nc(-c2ccc(F)cc2)cs1)c1nc2cc(Cl)c(Cl)cc2n1CCOCCO (stereo unspecified)	-6	9	-2	-2	-7	-7	2	3	2
Cn1c(=O)c(C(=O)c2ccccc2)nc2ccccc21	1	-3	2	-6	0	3	5	6	-2
CCn1c(Cc2ccccc2)nnc1SCC(=O)Nc1ccccc1O	-1	8	-6	-8	-3	6	-2	-1	3
Cc1ccc(S(=O)(=O)Nc2cc(=O)[nH]c(SCc3ccc(Cl)cc3)n2)cc1	-18	-15	-12	-1	-31	6	-3	-6	-7
Cc1nn2c(N)csc2nc1=O	-3	-2	.	2	0	.	1	9	.
Cc1ncc(N=Nc2ccc(F)cc2)c(-c2ccc(Cl)cc2)n1	0	-10	8	18*	-5	3	0	5	3
CC(C)COC(=O)c1ccccc1N1C(=O)C2C3CCC(C3)C2C1=O (stereo unspecified)	5	10	-3	0	1	-2	-3	-3	4
O=C(CCNC(=O)c1ccccc1)NN=Cc1ccc(Br)o1	.	6	0	-8	.	5	2	.	3
CC(C)c1ccc(S(=O)(=O)N(C)C2(C)CCS(=O)(=O)C2)cc1 (stereo unspecified)	0	2	1	-2	-3	3	9	-2	-1
CCOc1cc(NC(=O)C2CCCO2)c(OCC)cc1NC(=O)C1CC1 (stereo unspecified)	-1	2	2	-1	0	1	5	3	0
O=C(COC(=O)CC1CC2CCC1C2)NCc1ccccc1 (stereo unspecified)	.	3	46*	1	.	13	22	.	14

The results go on:
SMILES	LYPLA1 counter	PREPL inhibitor	PAFAH2 FP inh	PAD4 inh	LYPLA2 inh	PAFAH1B2 FP inh	pPAFAH FP inh	GSTO1 counter	PAFAH1B3 FP inh
COc1ccc(/C=C2\SC(=O)N(CCNC(=O)C3CSC4(C)CCC(=O)N34)C2=O)cc1 (stereo unspecified)	0	43	3	0	-1	2	5	7	4
Cc1cc(/C=N/NC(=O)c2cccnc2)c(C)n1CC(C)C	3	4	-1	-3	-3	6	2	2	7
O=C(NCCCn1ccnc1)c1cc(-c2cccs2)on1	-2	-1	-1	1	-5	-2	-2	4	1
C/C(=C\C(=O)c1ccccc1)Nc1ccc(Br)c(Cl)c1	-1	12	-4	1	-3	3	1	-6	8
O=C(CN1C(=O)C2C3c4ccccc4C(c4ccccc43)C2C1=O)Nc1ccccc1C(=O)O (stereo unspecified)	-3	-11	10	5	3	9	0	-1	1
Cc1ccc(COC(=O)c2nn(C)c(=O)c3ccccc23)cc1	0	11	5	25*	3	5	3	10	0
O=C(Nc1cc(Cl)cc(Cl)c1)N1CCN(C(=O)C2CCCO2)CC1 (stereo unspecified)	-4	9	-1	-2	-2	-2	-2	-1	7
NS(=O)(=O)c1ccc(CCNC(=O)Cc2ccc(Cl)cc2)cc1	-3	3	-1	-7	-4	4	1	-5	-1
CCOC(=O)c1cc(-c2ccccc2C)n(Cc2cc(C)no2)n1	4	-1	3	-1	8	4	8	.	14
COc1ccc(C/C(C)=N/NC(=S)Nc2ccc(C(C)C)cc2)cc1	0	13	3	-7	1	11	-9	-11	5
Cc1cc2nnc(SC3CCOC3=O)n2c2ccccc12 (stereo unspecified)	0	4	-2	2	-5	1	5	6	7
COc1ccc(C2/C(=C(/O)c3ccc(Br)cc3)C(=O)C(=O)N2C)cc1 (stereo unspecified)	-1	4	-7	-9	5	2	0	3	11
O=c1[nH]nc(CNc2ccc(OC(F)(F)F)cc2)c2ccccc12	1	13	-2	-6	0	1	3	4	3
CN(C)/C=C/C(=O)c1cc(F)cc(C(F)(F)F)c1	-1	3	3	-1	1	0	11	-4	9
CC(c1ccccc1)C1C(C#N)=C(N)OC2=C1C(=O)CC(C)(C)C2 (stereo unspecified)	-1	5	-3	-4	3	3	6	-7	9
O=C(Cc1ccc(S(=O)(=O)N2CCCCC2)cc1)NCc1ccc(Cl)cc1	-1	14	3	-2	6	5	-1	.	1
Cc1ccc(N2CCN(C(=S)Nc3ccccc3)CC2)cc1	-5	20	5	-3	2	5	0	5	14

Of the compounds above, these have a cyano group.
SMILES	LYPLA1 counter	PREPL inhibitor	PAFAH2 FP inh	PAD4 inh	LYPLA2 inh	PAFAH1B2 FP inh	pPAFAH FP inh	GSTO1 counter	PAFAH1B3 FP inh
CC(NC(=O)/C(C#N)=C/c1ccc([N+](=O)[O-])o1)c1ccccc1 (stereo unspecified)	-19	0	-8	-27	-27	-18	5	-5	-17
CCOC(=O)c1cc(C)[nH]c(=S)c1C#N	2	2	3	-6	5	-1	6	0	5
CC(c1ccccc1)C1C(C#N)=C(N)OC2=C1C(=O)CC(C)(C)C2 (stereo unspecified)	-1	5	-3	-4	3	3	6	-7	9
